# GRP78 ERSR act – inducers of ER stress response in human glioma cells | U87-MG GRP78 promoter luciferase reporter, 16 h | Potency, µM, for inactives: at the top dose activation, hits mostly activators | 0.02% of 420,000 active | AID 602332; further: potency means the concentration at half of the fitted maximal effect; series mostly up to about 76 µM; % of control where 0% means no effect; nearly all actives have a fitted effect of over 35% in size
#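 Stably transfected U87-MG glioma cells carrying a GRP78-based luciferase sensor; 16 h compound incubation. Luminescence end-point read 10 min after Bright-Glo addition at room temperature.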
# BLM inh – inhibitors of human Bloom syndrome helicase BLM. Potency, µM (top dose mostly 56.1 µM), for the others: at the highest dose activity change, negative = inhibition, hits mostly inhibitors. AID 2528. 0.2% of 350,000 active. recombinant BLM DNA unwinding, fluorescence dequenching;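 further: potency means the concentration at half of the fitted maximal effect; plate controls were vehicle for no effect and no enzyme for full effect; nearly all actives have a fitted effect of over 35% in size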
# Pol beta inh – inhibitors of human DNA polymerase beta; AID 485314; Potency, µM (top dose mostly 114 µM), for inactives: at the highest dose activity change, negative = inhibition, usual class: inhibitors; 1.3% of 340,000 active; Pol beta primer extension/strand displacement, fluorescence kinetic; further: potency means the concentration at half of the fitted maximal effect; on the % scale 0 is the no-effect control and ±100 the full control effect
#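 Reaction started by 50 nM substrate onto compound-treated Pol beta (10 nM, 15 min preincubation, room temperature); plates read at 0 min and 10 min. Normalized concentration-effect data fitted by four-parameter Hill equation.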
# POLI inh – inhibitors of human DNA polymerase iota. Q9UNA4. Pol iota fluorescent replication assay, 10 min. Potency, µM (doses to about 115 µM), for the others: top-dose activity, negative = inhibition, hits mostly inhibitors. 1% of 390,000 active; further: potency means the concentration at half of the fitted maximal effect
# Target sequence (Q9UNA4 whole entry, looked up): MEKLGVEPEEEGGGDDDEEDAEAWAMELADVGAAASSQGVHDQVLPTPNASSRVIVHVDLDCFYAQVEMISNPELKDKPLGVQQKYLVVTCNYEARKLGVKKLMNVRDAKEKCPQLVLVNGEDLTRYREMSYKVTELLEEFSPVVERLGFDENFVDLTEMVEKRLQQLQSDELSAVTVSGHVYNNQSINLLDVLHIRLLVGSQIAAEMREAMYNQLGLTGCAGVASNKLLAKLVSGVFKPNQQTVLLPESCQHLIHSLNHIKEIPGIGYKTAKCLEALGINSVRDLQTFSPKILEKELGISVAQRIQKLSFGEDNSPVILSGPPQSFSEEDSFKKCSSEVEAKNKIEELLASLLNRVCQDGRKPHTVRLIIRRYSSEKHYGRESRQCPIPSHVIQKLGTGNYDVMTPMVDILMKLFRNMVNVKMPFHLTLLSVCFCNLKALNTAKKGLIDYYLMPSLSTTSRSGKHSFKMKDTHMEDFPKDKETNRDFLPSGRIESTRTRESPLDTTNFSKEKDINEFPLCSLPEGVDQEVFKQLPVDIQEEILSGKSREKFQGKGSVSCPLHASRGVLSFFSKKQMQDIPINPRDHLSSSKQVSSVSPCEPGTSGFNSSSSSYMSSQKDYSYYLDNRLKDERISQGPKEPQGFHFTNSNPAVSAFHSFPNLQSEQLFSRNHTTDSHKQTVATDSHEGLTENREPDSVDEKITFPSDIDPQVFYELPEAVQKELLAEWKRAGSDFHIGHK
#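 Fluorescent replication assay read twice, at 0 min and 10 min after adding 50 nM (final) substrate. Enzyme (10 nM) and compounds were first incubated 15 min at room temperature; enzyme-free buffer wells were negative controls.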
# APEX1 inh – blocks human APE1 abasic DNA cleavage; Potency, µM (highest dose often 65.8 µM), without a hit: top-dose activity change, negative = inhibition, actives largely listed as inhibitors; P27695; 0.35% of 350,000 active; recombinant APE1, TAMRA/BHQ-2 abasic DNA cleavage fluorescence;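 further: potency means the concentration at half of the fitted maximal effect; plate controls were vehicle for no effect and reference inhibitor for full effect; nearly all actives have a fitted effect of over 55% in size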
#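 Activity was derived from the fluorescence gain between first and third kinetic reads (60 s intervals, ex 525/em 598 nm) after 50 nM THF-abasic TAMRA/BHQ-2 duplex was added to 0.75 nM APE1 preincubated 15 min with compound.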
# LDHA inh – inhibitors of human lactate dehydrogenase A. AID 1347041. 0.15% of 480,000 active. purified LDHA, NADH/diaphorase-resazurin fluorescence; hits give low values. P00338. activity change, % (values are at about 110 or 230 µM); in the data active means activity change below about -30%; inconclusive means mostly about -25% to -30%;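 further: plate controls were DMSO wells for no effect and wells without enzyme for full effect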
#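 LDH5 2 nM; NADH 0.06 mM, pyruvate 0.2 mM; 200 mM Tris pH 7.4, EDTA, Tween-20; 5 min RT. Detection: diaphorase 0.133 mg/mL + resazurin 37 µM, fluorescence ex540/em590 at 0 and 20 min; normalized to enzyme-free and DMSO wells.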
# Apoferritin bind – candidate novel general anesthetic via apoferritin binding; P02791; Potency, µM (doses to about 77.5 µM), without a hit: top-dose activity change, negative = displacement, usual class: inhibitors; apoferritin/1-aminoanthracene competitive binding, fluorescence; AID 485281; 0.074% of 350,000 active; further: potency means the concentration at half of the fitted maximal effect; on the % scale 0 is the no-effect control and ±100 the full control effect; nearly all actives have a fitted effect of over 20% in size
# Target sequence (P02791 2-175 limits assumed): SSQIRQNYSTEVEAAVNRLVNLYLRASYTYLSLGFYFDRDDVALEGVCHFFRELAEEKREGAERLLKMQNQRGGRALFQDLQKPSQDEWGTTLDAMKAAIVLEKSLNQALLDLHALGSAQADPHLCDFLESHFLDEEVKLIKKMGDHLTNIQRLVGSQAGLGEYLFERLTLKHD
#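 Probe: 1-aminoanthracene (50% saturated, PBS). Protein: horse-spleen apoferritin, 10 uM. Incubation: 10 min, room temperature. Detection: 380 nm excitation, 535 nm emission. Analysis: normalized response, four-parameter Hill.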
# Pol eta inh – DNA polymerase eta (human) inhibition; Q9Y253; recombinant Pol eta, fluorescent DNA replication assay; Potency, µM (highest dose often 114 µM), for inactives: at the top dose activity change, negative = inhibition, usual class: inhibitors; 1.2% of 390,000 active; further: potency means the concentration at half of the fitted maximal effect; on the % scale 0 is the no-effect control and ±100 the full control effect
#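 Pol eta (10 nM) was preincubated with compounds for 15 min at room temperature, after which fluorescent replication substrate (50 nM final) was added to start the reaction. Fluorescence was read kinetically at 0 and 10 min.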
# POLK inh – inhibitors of human DNA polymerase kappa; Potency, µM (titrated, usually from 107 µM), for inactives: top-dose activity, negative = inhibition, hits mostly inhibitors; Q9UBT6; 0.53% of 400,000 active; purified Pol kappa, fluorescent DNA synthesis assay, 10 min; further: potency means the concentration at half of the fitted maximal effect; on the % scale 0 is the no-effect control and ±100 the full control effect
#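 10 nM Pol kappa was preincubated with compounds for 15 min at room temperature. Reaction started with 50 nM (final) substrate. Fluorescence read kinetically at 0 and 10 min.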
# An asterisk follows results filed as active; ? = inconclusive; . = no result given; & = joins results of further samples; [ ] = dose if it differs, or a comment. Unless noted, the call rests on the fitted dose curve; in most records, active means well fitted curve in the direction sought with a large enough effect; inconclusive means small, poorly fitted or top-dose-only effect, or another doubt; inactive means no such curve, though single readings can be large; an effect the other way counts as inactive or inconclusive.
smiles,GRP78 ERSR act,BLM inh,Pol beta inh,POLI inh,APEX1 inh,LDHA inh,Apoferritin bind,Pol eta inh,POLK inh
CC(OC(=O)CN1C(=O)c2ccccc2C1=O)C(=O)NC1CCCCC1C (stereo not given),-2.6%,.,.,35.7%[activator],30.7%,-6.2,.,5.5%,-9.8%
CCN1CCN(Cc2c(O)ccc3c(C)cc(=O)oc23)CC1,-5.7%,-4.3%,26.1%,1.5%,40.4%,1.0,226.3%[activator],-19.4%,4.7%
O=C(NCc1ccc(F)cc1)C1CC(=O)N(C2CCCCCCC2)C1 (stereo not given),-3.9%,-1.8%,18.9%,?,81.7%[activator],-3.8,?,-14.0%,-15.4%
CC1CCCCN1C(=O)c1ccc(CS(=O)(=O)Cc2ccccc2)cc1 (stereo not given),-4.0%,-0.8%,12.9%,24.3%,18.4%,3.3,-8.8%,-7.8%,0.9%
CC(=O)c1ccc(NC(=O)C(C)OC(=O)c2ccc(NS(=O)(=O)c3ccc(F)c(F)c3)cc2)cc1 (stereo not given),-1.4%,-4.3%,31.3%,0.3%,-2.8%,-2.8,?,-9.0%,-12.2%
O=C(Cc1coc2ccc3ccccc3c12)NCc1cccs1,-0.7%,6.9%,2.5%[57.1 µM],5.4%,15.6%,2.8,-20.8%,-13.1%,-2.7%
O=C(O)/C=C/c1ccccc1Oc1ccc(Cl)cc1Cl,2.9%,-3.3%,-6.3%,-3.9%,-8.9%,-7.7,-3.7%,6.4%,-11.4%
Cc1csc(NC(=O)C2CCCC2)n1,3.9%,-1.9%,15.8%,21.0%,-4.0%,-0.1,-19.6%,-11.7%,-6.2%
CC12CCC(C(=O)Nc3cc(Cl)ccc3Cl)(C/C1=N\O)C2(C)C (stereo not given),1.4%,-2.4%,22.3%,6.7%,-0.3%,-0.4,-17.1%,-13.6%,-8.9%
CC12CCC(=O)C=C1C(O)CC1C2CCC2(C)C1CCC2(O)C(=O)CO (stereo not given),-4.0%,.,.,?,.,0.5,.,-4.1%,-26.5%
COC(=O)C1=C[C@@H](C(=O)OC)C2C3=C(C(=O)[C@]2(C)NC(=O)c2ccccc2)[C@H](C)[C@@H]2C(=O)N(C)C(=O)[C@@H]2[C@@H]3C1 (stereo not given in full),-4.1%,3.3%,.,2.7%,9.2%,.,-0.5%,.,-9.8%
CC(Oc1ccccc1)C(=O)OCC(=O)Nc1sccc1C(N)=O (stereo not given),-3.2%,.,.,-28.9%,6.5%,-1.0,.,?,-17.8%

# More entries.
smiles,GRP78 ERSR act,BLM inh,Pol beta inh,POLI inh,APEX1 inh,LDHA inh,Apoferritin bind,Pol eta inh,POLK inh
CC1CCCN(C(=O)c2cc3ccc4cccnc4c3[nH]2)C1 (stereo not given),-10.8%,2.4%,-19.3%,-13.6%,.,2.5,-7.4%,-12.2%,-4.6%
CN1CCC2(CC1)N=C(c1ccc(F)cc1)C(=S)N2C(=O)c1ccc(C(C)(C)C)cc1,-0.4%,-7.8%,-0.1%[57.1 µM],6.3%,-2.4%,6.4,-7.3%,-12.2%,-6.7%
COc1cccc(C(=O)Nc2nnc(S(=O)(=O)N3CCCC3)s2)c1,0.3%&8.1%,0.3%&-8.1%,-8.5%&-0.1%,23.0%&13.0%,57.1%[activator],-3.3&-1.5,-9.4%&2.4%,-13.2%&2.8%,-4.7%&-17.7%
Cc1ccc(-c2nnc(NCCCO)c3ccccc23)cc1,-1.2%,-5.4%,41.4%,8.8%,6.1%,-2.3,8.5%,-16.2%,-23.5%
COC(=O)c1ccc2c(c1)NC(=O)CS2,-4.0%,1.6%,37.3%,8.0%,0.0%,-2.6,-6.7%,-4.5%,1.7%
O=C(NCC(c1cccnc1)N1CCN(c2ccccc2F)CC1)c1ccccc1 (stereo not given),-4.0%,-5.1%,-1.0%,10.0%,-6.9%,-6.8,-5.0%,-23.5%,-17.0%
COc1cccc(CNC(=O)COc2cc3c(c4oc(=O)cc(C)c24)CCC(C)(C)O3)c1,-1.5%,-3.5%,14.5%,20.2%,13.0%,-1.3,-13.1%,-19.3%,-1.4%
O=C1CN(c2ccccc2)C(=S)N1C(=O)c1ccccc1,-0.2%,0.2%,10.8%,-30.0%,-5.1%,-0.1,-7.8%,-14.6%,8.8%
CCCCc1nc2ccccc2c(=O)n1NC(=O)c1c(O)c2ccccc2n(C)c1=O,-4.2%,-8.2%,28.6%,-0.1%,17.7%,-12.1,-7.6%,-10.0%,-9.3%
Cc1cc(C)c(NC(=O)C(=O)NCC(c2cccnc2)N2CCN(Cc3ccccc3)CC2)c(C)c1 (stereo not given),-5.3%,-5.4%,8.2%,-6.0%,.,2.1,-1.7%,10.0%,-7.1%
CCn1c(SCC(=O)c2c(N)n(C)c(=O)n(C)c2=O)nnc1-c1ccccc1,.,-6.4%,-8.1%,.,4.9%,.,-11.1%,.,.
CCN(CC)S(=O)(=O)c1ccc(Cl)c(NC(=S)NC(=O)C2CCCC2)c1,-4.5%,.,.,-15.8%,-15.6%,-8.2,.,-19.9%,-14.8%

# Continued (2 carried over from the part before).
smiles,GRP78 ERSR act,BLM inh,Pol beta inh,POLI inh,APEX1 inh,LDHA inh,Apoferritin bind,Pol eta inh,POLK inh
CCn1c(SCC(=O)c2c(N)n(C)c(=O)n(C)c2=O)nnc1-c1ccccc1,.,-6.4%,-8.1%,.,4.9%,.,-11.1%,.,.
CCN(CC)S(=O)(=O)c1ccc(Cl)c(NC(=S)NC(=O)C2CCCC2)c1,-4.5%,.,.,-15.8%,-15.6%,-8.2,.,-19.9%,-14.8%
CN1CC[C@]2(CCN3CCc4c(oc5ccccc45)[C@@H]3C2)N(C)C1=O,-1.8%,.,.,-5.2%,3.3%,-4.5,.,-0.3%,-11.2%
N#C/C(=C/C1=C(N2CCOCC2)C(=C/c2cccc([N+](=O)[O-])c2)/CC1)C(=O)Nc1ccccc1F,17.1%,.,.,18.8%,.,-6.6,.,89.5%[activator],-11.9%
CCC1CCCCN1C(=O)COC(=O)CSc1ccc(C(N)=O)cc1[N+](=O)[O-] (stereo not given),-2.8%,.,.,-17.1%,-9.9%,3.2,.,-15.8%,7.0%
COCCN(C(=O)COC(=O)COc1ccc2c(c1)CCC2)c1c(N)n(Cc2ccccc2)c(=O)[nH]c1=O,.,.,.,8.5%,-7.4%,-2.9,.,-19.6%,-9.6%
O=C(NNC(=O)c1ccccc1[N+](=O)[O-])Nc1ccc(Cl)cc1,5.3%,-0.4%,-3.7%,14.5%,-3.1%,-1.9,-6.1%,-5.7%,-15.4%
COc1ccccc1N(CC(=O)Nc1cc(C)on1)S(=O)(=O)c1ccc(Cl)cc1,0.0%,-7.8%,24.7%,1.6%,-2.5%,-1.8,-16.4%,-16.1%,-2.6%
COc1ccc(NC(=O)N2CCCC(C(=O)NC(C)C)C2)cc1 (stereo not given),0.9%,4.1%,2.9%,8.1%,19.9%,-4.7,3.7%,13.6%,5.3%
Cc1ccccc1NC(=O)CC1SC(=Nc2ccc(O)cc2)NC1=O (stereo not given),2.4%,9.5%,-10.6%,-17.6%,3.0%,-0.7,-3.9%,-14.1%,-2.9%
CCOC(=O)c1cnc2c(C(F)(F)F)cccc2c1N1CCN(C)CC1,8.0%,1.6%,-7.3%,35.3%,51.4%[activator],-6.4,-1.1%,-16.5%,-2.3%
CCS(=O)(=O)c1ncc(Cl)c(C(=O)N(Cc2ccccc2)Cc2ccco2)n1,-10.7%,-9.9%,-0.1%,18.8%,.,-14.1,-7.6%,-4.4%,2.2%
CCOc1ccc(-n2c(SCC(N)=O)nc3c(oc4ccccc43)c2=O)cc1,-1.2%,-0.6%,3.1%,10.3%,.,-12.1,-16.0%,-10.4%,-17.2%
CC(C)Cn1c(SCC(=O)NC2CCCc3ccccc32)nc(O)cc1=O (stereo not given),-3.4%,-24.0%,?,?,1.0%,0.9,-14.1%,-9.4%,3.7%

# Later entries.
smiles,GRP78 ERSR act,BLM inh,Pol beta inh,POLI inh,APEX1 inh,LDHA inh,Apoferritin bind,Pol eta inh,POLK inh
Cc1cc(C(C)(C)C)cc(S(=O)(=O)Nc2ccc(O)c(C(=O)O)c2)c1C,-1.8%,3.4%,-29.5%,21.0%,1.3%,1.3,-3.1%,-4.3%,-6.9%
COC(=O)C12CC3CC(C1)CC(n1cnc(Cl)n1)(C3)C2,-3.5%,-8.4%,46.2%,45.7%[activator],-4.3%,-1.3,-2.6%,-12.6%,-15.0%
CCN(CC)S(=O)(=O)c1cccc(-c2nnc(SCC(=O)NC3CCCCCC3)n2N)c1,-3.2%,-6.8%,11.0%,-8.8%,2.8%,-4.5,-20.1%,3.9%,-5.3%
CCCSc1ncc(Cl)c(C(=O)N2CCN(c3cccc(Cl)c3)CC2)n1,.,-7.2%,0.7%,-4.4%,.,0.4,252.2%[activator],.,-0.6%
O=C(CSc1nnc(Cc2cccs2)n1Cc1ccco1)Nc1cccc(Cl)c1,-3.1%,-18.3%,-1.7%,?,-5.4%,3.2,-13.5%,-7.5%,-22.0%
CC(Cc1ccccn1)NC(=O)CCc1nnc(C2CCCCC2)o1 (stereo not given),0.7%,-2.5%,49.9%,11.0%,15.3%,0.9,-4.3%,-9.3%,1.3%
O=c1cc(-c2ccccc2)cc(-c2ccccc2)n1CCCO,-2.0%,.,.,-12.3%,5.6%,-7.0,.,-8.2%,-1.6%
O=C(O)CCc1nn2c3ccccc3n(CCN3CCCCC3)c2nc1=O,-4.0%,-0.4%,12.3%,9.6%,0.1%,-8.8,2.6%,-6.2%,-10.4%
COc1ccc(C(=O)/C=C/c2ccc(C)cc2)c(OC(=O)c2ccc([N+](=O)[O-])cc2)c1,0.5%,-5.0%,4.7%,13.1%,17.4%,-2.0,-6.2%,2.5%,-7.7%
COC(=O)c1sc(NC(=O)COc2cccc3ccccc23)nc1C,-5.9%,-4.4%,36.4%,16.5%,13.4%,-4.5,-5.8%,-10.8%,-9.6%
Cc1c(C)c2ccc(OCC(=O)Nc3ccccn3)c(C)c2oc1=O,-16.0%,-4.4%,8.7%,14.7%,25.3%,0.7,2.7%,-9.8%,15.9%

# High-throughput results: PubChem BioAssay, National Center for Advancing Translational Sciences (NCATS)

# Some of the compounds tested; count on the stated rates, not on these rows.
